# Screening data (PubChem BioAssay)
# RORgamma inh = qHTS for inhibitors of ROR gamma transcriptional activity; hit rate 5.4% among 310,000; Drosophila S2 Gal4-RORgamma UAS-luciferase reporter, 20 h; Potency, µM (highest dose often 53.6 µM), for inactives: at the highest dose activity change, negative = inhibition, most hits filed as inhibitors; also: % is scaled to controls: 0 for no effect and ±100 for the full control effect; nearly all actives have a fitted effect of over 60% in size
# Target sequence (P51450 whole entry, looked up, the tested form may be a part): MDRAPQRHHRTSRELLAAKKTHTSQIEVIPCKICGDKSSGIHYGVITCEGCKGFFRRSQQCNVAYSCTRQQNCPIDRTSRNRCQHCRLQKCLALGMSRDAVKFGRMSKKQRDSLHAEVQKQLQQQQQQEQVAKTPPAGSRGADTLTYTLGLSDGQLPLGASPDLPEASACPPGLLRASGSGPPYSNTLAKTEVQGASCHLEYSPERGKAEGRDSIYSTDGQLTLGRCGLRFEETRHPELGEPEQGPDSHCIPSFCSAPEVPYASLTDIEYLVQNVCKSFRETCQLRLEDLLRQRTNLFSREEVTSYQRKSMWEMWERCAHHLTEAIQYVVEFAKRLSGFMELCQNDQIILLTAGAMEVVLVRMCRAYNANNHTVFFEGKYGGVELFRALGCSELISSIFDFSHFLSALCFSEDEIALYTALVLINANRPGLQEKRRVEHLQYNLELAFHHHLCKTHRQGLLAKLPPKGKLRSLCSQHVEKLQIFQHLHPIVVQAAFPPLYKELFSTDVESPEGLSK
#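 Luciferase reporter read in Schneider cells carrying Gal4-RORγ (mouse) and UAS-Photinus luciferase; cells given compound 1 h before 700 uM copper sulfate induction, then incubated 20 h at ambient temperature.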
# p53 reactivation = qHTS assay for re-activators of p53 using a Luc reporter. H1299 p53-A138V BP100-luciferase reporter, luminescence, 24 h. Potency, µM (highest dose often 92.2 µM), without a hit: at the highest dose activity change, positive = activation, actives largely listed as activators. hit rate 0.063% among 320,000; also: % of control where 0% means no effect; nearly all actives have a fitted effect of over 45% in size
#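 p53-null H1299 cells stably carrying temperature-sensitive p53-A138V and a BP100-luciferase reporter were pinned with compounds (4-point, 1:5 series) and held 24 hrs at 37 deg C. Luminescence was read 10 min after detection reagent.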
# Rab9 promoter act = qHTS Assay for Rab9 Promoter Activators; Huh7 Rab9 promoter-luciferase reporter, luminescence, 24 h; Potency, µM (top dose mostly 9.22 µM), for the others: at the top dose activation, negative = inhibition, hits mostly activators; AID 485297, 2010; hit rate 2.8% among 320,000; also: % of control where 0% means no effect; nearly all actives have a fitted effect of over 60% in size
#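 Promoter activation is measured as luciferase luminescence in Huh7 cells stably transfected with a Rab9 promoter–luciferase construct, following 24 h compound exposure at 37 °C and 10 min reagent incubation at ambient temperature.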
# uPA surface inh = qHTS for Inhibitors of Cell Surface uPA Generation; hit rate 0.31% among 330,000; cell surface uPA generation assay, qHTS; Potency, µM (highest dose often 38.3 µM), for the others: at the highest dose activity change, negative = inhibition, hits mostly inhibitors; active = well fitted inhibition curve with a large enough effect; inconclusive = small, poorly fitted or top-dose-only effect; inactive = no such curve, though single readings can be large or run the other way; tested in mouse RAW 264.7 cells; also: % is scaled to controls: 0 for no effect and ±100 for the full control effect; nearly all actives have a fitted effect of over 55% in size
# FLuc counter = qHTS profiling assay for firefly luciferase inhibitor/activator using purifed enzyme and Km concentrations of substrates (counterscreen for miR-21 project). Luciferin 4-monooxygenase (Photinus pyralis), P08659. purified FLuc, Km substrates, luminescence inhibition. Potency, µM (series often up to 57.5 µM), for the others: at the top dose activity change, negative = inhibition, most hits filed as inhibitors. hit rate 6.9% among 360,000;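 also: plate controls were vehicle for no effect and reference inhibitor for full effect; nearly all actives have a fitted effect of over 55% in size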
#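 Purified P. pyralis luciferase (10nM final) with 10uM D-luciferin and 10uM ATP (Km levels) in 50mM Tris acetate pH 7.5, 10mM Mg acetate, 0.01% Tween-20, 0.05% BSA; qHTS 6-point titration, ~60 µM downward; luminescence read.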
# BRCA1 expr act = qHTS Assay to Identify Small Molecule Activators of BRCA1 Expression | MCF7-BRCA1-FFLuc reporter, luminescence, 48 h; response scale: scaled: vehicle 0%, 10 µM genistein 100% | Potency, µM (doses to about 46.1 µM), without a hit: at the top dose activation, hits mostly activators | hit rate 1.1% among 380,000; also: nearly all actives have a fitted effect of over 80% in size; some results filed as inactive show a strong effect at the top dose
#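 Compounds are tested at multiple concentrations on MCF7 BRCA1-luciferase reporter cells seeded at 2000 per well; after 48 h, a single luminescence end-point is taken and curves fitted to the normalized data.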
# NPC1 promoter act = qHTS Assay for NPC1 Promoter Activators; Huh7 NPC1 promoter luciferase reporter, 24 h; Potency, µM (titrated, usually from 9.22 µM), for inactives: at the top dose activation, hits mostly activators; hit rate 2.4% among 320,000;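 also: % of control where 0% means no effect; nearly all actives have a fitted effect of over 60% in size; reporter is driven by a mutant NPC1 promoter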
#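 Readout is luciferase luminescence, reflecting NPC1 promoter activation in stably transfected Huh7 cells after 24 h compound exposure at 37 °C in reduced-serum medium with 10% FBS.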
# ELG1 genotoxic = qHTS screen for small molecules that induce genotoxicity in human embryonic kidney (HEK293T) cells expressing luciferase-tagged ELG1; AID 504466, 2011; hit rate 1.3% among 330,000; Potency, µM (doses to about 46 µM), for the others: at the highest dose activity change, positive = activation, hits mostly activators; HEK293T ELG1-luciferase reporter, luminescence, 16 h; also: % of control where 0% means no effect; nearly all actives have a fitted effect of over 60% in size
#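 Reporter readout depends on ELG1 protein level, which increases with genetic stress. After 16 hr compound exposure at 37 °C, luciferase activity was quantified using ONE-Glo.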
# VP16 counter = VP16 counterscreen qHTS for inhibitors of ROR gamma transcriptional activity; Potency, µM (highest dose often 53.6 µM), inactives show at the top dose activity, negative = inhibition, usual class: inhibitors; Drosophila S2 Gal4-VP16 UAS-luciferase, luminescence, 20 h; hit rate 3.5% among 310,000; AID 2546, 2010;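 also: Gal4-VP16 expression switched on by copper sulfate through the metallothionein promoter; % is scaled to controls: 0 for no effect and ±100 for the full control effect; nearly all actives have a fitted effect of over 50% in size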
# MBNL1-CUG inh = qHTS Assay for Inhibitors of MBNL1-poly(CUG) RNA binding. Muscleblind-like protein 1 (Homo sapiens), Q9NR56. TR-FRET MBNL1-His/biotin-(CUG)12 binding, 665/545 ratio. Potency, µM (titrated, usually from 57.5 µM), for the others: at the highest dose activity change, negative = inhibition, most hits filed as inhibitors. hit rate 0.036% among 280,000; active = well fitted inhibition curve with a large enough effect in the signal ratio, with a control signal flat, not every such curve was filed as active; inconclusive = small, poorly fitted or top-dose-only effect, or effect the other way, or a change in a side signal; inactive = no such curve, though single readings can be large or run the other way; the % refers to the signal ratio; also: % is scaled to controls: 0 for no effect and ±100 for the full control effect
# Target sequence (Q9NR56 whole entry, looked up): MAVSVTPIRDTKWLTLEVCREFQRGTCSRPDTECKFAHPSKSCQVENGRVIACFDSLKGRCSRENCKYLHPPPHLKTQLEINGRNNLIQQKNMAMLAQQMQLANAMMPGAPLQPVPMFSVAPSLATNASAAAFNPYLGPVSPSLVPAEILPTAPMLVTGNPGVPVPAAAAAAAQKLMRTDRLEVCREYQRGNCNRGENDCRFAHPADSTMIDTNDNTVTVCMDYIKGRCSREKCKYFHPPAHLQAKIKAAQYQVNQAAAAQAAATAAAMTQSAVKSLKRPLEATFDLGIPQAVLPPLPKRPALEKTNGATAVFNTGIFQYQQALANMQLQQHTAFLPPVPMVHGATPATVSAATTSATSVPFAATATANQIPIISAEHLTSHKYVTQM
#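 TR-FRET readout: Ex 340 nm, 665/545 nm emission ratio, normalized to buffer-only (basal) and MBNL1-(CUG)12 controls. Complex of MBNL1-His with Biotin-(CUG)12, compounds 92 nM–58 uM, incubated 60 min at room temperature.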
# * = called active by the depositor; ? = inconclusive; / = not tested or not shown; & = joins results of further samples; [ ] = remark or other dose. Unless noted, calls follow the shape of the dose curve; as a rule, active = well fitted curve in the direction sought with a large enough effect; inconclusive = small, poorly fitted or top-dose-only effect, or another doubt; inactive = no such curve, though single readings can be large; an effect the other way counts as inactive or inconclusive. Potency is read from the fitted curve at half-maximal effect. This is a random part of the collection. About 13% of those tested had a hit in this group.
structure	RORgamma inh	p53 reactivation	Rab9 promoter act	uPA surface inh	FLuc counter	BRCA1 expr act	NPC1 promoter act	ELG1 genotoxic	VP16 counter	MBNL1-CUG inh
CCN(CC)S(=O)(=O)c1cc([N+](=O)[O-])ccc1NNC(=O)Nc1ccccc1OC	17%	0%	-7%	4%	-11%	-24%	0%	-6%	20%	?
COc1ccc(CC(=O)Nc2cc(C)ccc2O)cc1OC	43%	-1%	-6%	-12%	2%	-17%	-2%	-2%	?	-3%
Cc1cc(OCC(=O)NCc2ccccn2)c2c(C)cc(=O)oc2c1	-7%	0%	-5%	-11%	-1%	2%	1%	-1%	-7%	-1%
CCCCN1CCNC1=S	13µM*	-4%	1%	0%	0%	-15%	-2%	0%	-8%	-14%
O=[N+]([O-])c1cc(C(F)(F)F)cc([N+](=O)[O-])c1NN=C1CCCCC1	14%	?	1%	-1%	?	-19%	2%	4%	14%	?
Cc1cccc(N2CC(C(=O)Nc3nc4ccc(S(C)(=O)=O)cc4s3)CC2=O)c1C (stereo not given)	?	9%	-6%	-3%	-11%	15%	-2%	-6%	-1%	0%
CCNC(=O)CN(C1CCCCC1)S(C)(=O)=O	-13%	-2%	1%	1%	-2%	-15%	-2%	1%	-1%	1%
CN1CCN(c2ccc(Cl)cc2NC(=O)c2ccc(=O)n(C)n2)CC1	4%	1%	-1%	0%	1%	-20%	0%	-2%	-13%	-5%
COc1cccc(CN2CCN(C(=O)c3ccc(-c4ccccc4)cc3)CC2)c1	0%	-7%	-3%	-1%	2%	-43%	8%	-8%	4%	4%
O=CN/N=C/c1c(O)ccc2ccccc12	0.79µM*	9%	-29%	-19%	-1%	-86%	-33%[inhibitor]	0%	2.8µM*	?
O=C(CCn1cccn1)N1CCCC(N2CCN(c3cccc(C(F)(F)F)c3)CC2)C1 (stereo not given)	25%	-8%	-3%	-15%	-1%	-13%	-4%	-8%	-2%	6%
O=C(Nc1cccc(Cl)c1)Nc1ccc2c(c1)C(=O)OC2	16%	10%	-5%	5%	-10%	15%	0%	4%	7%	-6%
COc1ccc(-n2c(Cc3cccn3C)nnc2SCC(=O)Nc2cccc(OC)c2)cc1	8%	-9%	-3%	16%	2%	0%	-2%	0%	-9%	-2%
O=C(c1ccc(Br)o1)N1CCN(CCc2ccncc2)CC1	4%	1%	-11%	7%	7%	-3%	-5%	-4%	0%	-13%
Cc1cc(C)c(S(=O)(=O)NCC2CCC(C(=O)NCCCN3CCC(C)CC3)CC2)c(C)c1 (stereo not given)	9%	2%	-10%	-26%	3%	-24%	-3%	1%[9.26 µM]	-5%	1%
Fc1ccccc1NC(=S)N/N=C/c1ccccc1Br	3.2µM*	?	3.2µM*	/	13µM*	1%	?	4.5µM*	4.5µM*	-4%
O=C(c1cccs1)N1CCCc2ccccc21	1%	-7%	3%	/	5%[2.3 µM]	-18%	-2%	-2%	13%	2%
CC(C)n1nnnc1SCC(=O)NC1CCCC1	11%	7%	-1%	1%	0%	7%	-2%	-5%	4%	-2%
O=C(Nc1ccccc1C(=O)NC1CC1)c1ccccc1	/	5%	-2%	-28%	4%	-15%	-6%	2%	/	/
CCNc1nc(NC(C)C)nc(OCCOC(=O)c2ccccc2)n1	98%	-6%	-1%	/	2%	4%	-2%	4%	-6%	-8%
Cc1ccc2c(c1)C(c1ccccc1)N(C(=O)c1ccc(F)cc1)CC(=O)N2 (stereo not given)	11%	13%	-5%	-4%	7%	-16%	1%	-5%	-5%	3%
COc1ccc(C(=O)c2c3ccc([N+](=O)[O-])cc3[n+]([O-])n2CCCC(N)=O)cc1	/	9%	13%	?	-4%	-12%	-1%	4%	/	/
COC(=O)[C@@H](N)Cc1ccc(O)c(O)c1	-1%	-1%	-5%[46.1 µM]	15%	-1%	-25%	3%[46.1 µM]	5%	-8%	/
COc1ccccc1CC(=O)Nc1ccc(O)cc1C(=O)O	-1%	-8%	-3%	4%	0%	6%	-4%	-1%	-9%	-3%
COc1ccc(C2N3CC4(C)CN2CC(C)(C3)C4=O)cc1OC (stereo not given)	-18%	2%	-1%	1%	1%	-5%	0%	-4%	-3%	-4%
S=C(NCCN1CCOCC1)Nc1ccc(Br)cc1	?	12%	-2%	3%	-9%	0%	-2%	0%	-8%	?
FC(F)(F)c1cccc(-c2nnc(-c3ccccc3)c(N3CCOCC3)n2)c1	11%	-5%	-4%	/	-14%	-28%	-5%	-2%	1%	15%
COc1ccc(-c2cc(C(=O)Nc3cccnc3Cl)no2)cc1OC	-42%	-4%	-3%	-2%	-1%&2%	64%	-2%	5%	-11%	1%
CNS(=O)(=O)c1cccc(C(=O)NCC2CCCCC2)c1	25%	-3%	3%	-22%	1%	7%	1%	2%	5%	0%
O=C(c1cccc(S(=O)(=O)NCc2ccccc2)c1)N1CCCC1	-5%	-1%	?	2%	6%	11%	0%	-1%	19%	-6%
COc1ccc(S(=O)(=O)N(CC(=O)NCc2ccco2)c2ccc(F)cc2)cc1	39%	-2%	0%	1%	1%	-19%	-4%	-10%	29%	-2%
CC(=O)Nc1ccc(S(=O)(=O)N2CCN(CC(O)COc3ccc4ccccc4c3)CC2)cc1 (stereo not given)	-12%	-5%	-6%	-26%	2%	-36%	-2%	-6%	?	-2%
CN(C)CC(NC(=O)c1cccc(S(=O)(=O)Nc2ccc3c(c2)OCO3)c1)c1ccccc1 (stereo not given)	/	-20%	-5%	-5%	5%	-8%	1%	0%	/	/
CCOc1ccc(CNC(=S)N/N=C/c2ccncc2)cc1	10µM*	5%	-1%	?	?	-14%	-2%	5%	13µM*	4%
CCOC(=O)N1CCN(c2cc(C)nc3nc(C)nn23)CC1	-34%	13%	-5%	14%	2%	-5%	-4%	1%	3%	2%
O=C(CN1C(=O)NC2(CCCC2)C1=O)Nc1ccc(Cl)c(C(F)(F)F)c1	42%	-7%	-1%	6%	-1%	-5%	-4%	1%	2%	-5%
O=S(=O)(c1ccc(Cl)cc1)c1cc(O)ccc1O	16%	-16%	-2%	-14%	1%	-37%	1%	-6%	-3%	-7%
COC(=O)c1ccccc1NC(=O)C1CCN(C(=O)N2CCOc3ccccc32)CC1	-19%	8%	-2%	27%	-1%	0%	4%	-2%	-1%	-5%
COCCN(C(=O)CSc1nnc(-c2ccc(Cl)cc2)o1)c1c(N)n(CC(C)C)c(=O)[nH]c1=O	-17%	-7%	-2%	7%	-3%	-22%	-4%	-1%	?	5%
O=C(Cn1nc(C(=O)O)c2ccccc2c1=O)Nc1cccc(S(=O)(=O)N2CCOCC2)c1	/	7%	1%	11%	/	0%	-3%	3%	/	/
COc1ccc(Nc2ccc(S(=O)(=O)N3CCCCCC3)cc2[N+](=O)[O-])cc1	32%	/	-17%	-5%	1%	-39%	-9%	/	6%	26%
CC1=CC(C)(C)NC(=S)N1NC(=O)c1ccccc1Cl	?	-2%	-8%	1%	-1%	0%	-2%	4%	3%	-1%
COc1ccc(CN(C(=O)CN2C(=O)C(C)Oc3ccccc32)C2CCCC2)c(OC)c1 (stereo not given)	10%	3%	-1%	/	1%	-31%	16%	-13%	?	-5%
CCCCn1c(N)c(N(CC(C)C)C(=O)c2cccc(OCc3ccccc3)c2)c(=O)[nH]c1=O	/	2%	-2%	0%	1%	-26%	-2%	-2%	/	/
COc1cc(/C=C2/C(=O)NN(c3cccc(F)c3)C2=O)ccc1OC(=O)c1ccco1	-9%	2%	1%	5%	24µM*	-26%	5%	12%	?	0%
COc1ccc2c(c1OC)C(=O)N(c1cccc(NC(C)=O)c1)C2	-34%	12%	21%	-6%	11µM*	72%	14%	?	7%	-1%
CC(=O)Nc1c(O)nc(SCC(=O)Nc2c(C)cccc2C)[nH]c1=O	14%	2%	2%	/	0%	1%	1%	0%	0%	-7%
COC(=O)C1C(=O)C(C(=O)c2ccccc2)C(=O)CC1(C)C (stereo not given)	-16%	20%	-1%	5%	3%	-3%	0%	2%	-15%	-7%
O=C(N/N=C/c1ccc(N2CCOCC2)cc1)C1CC1	?	1%	21%	0%	-19%	1%	1%	8%	30%	16%
CCNCC(=O)N1c2ccccc2CCc2ccc(NC(=O)OCC)cc21	-19%	2%	-3%[1.84 µM]	-5%	-2%	-3%	1%	-1%	5%	-5%
O=C(O)CCN1C(=O)c2ccc(Oc3ccc4c(c3)C(=O)N(CCC(=O)O)C4=O)cc2C1=O	-8%	-2%	-5%	1%	4%	8%	0%	2%	-5%	?
